Mtb RmlCD inh = blocks M. tuberculosis RmlC and RmlD coupled enzymes; 0.03% of 160,000 active; AID 1533; inhibition, % at 3.6 µM; RmlC+RmlD coupled enzyme assay, percent inhibition; primary screen in compound mixtures; in the data active = inhibition mostly above about 34%, no sharp cut-off; also: some results filed as inactive read as strong as hits
Target sequence (P9WH09 whole entry, looked up): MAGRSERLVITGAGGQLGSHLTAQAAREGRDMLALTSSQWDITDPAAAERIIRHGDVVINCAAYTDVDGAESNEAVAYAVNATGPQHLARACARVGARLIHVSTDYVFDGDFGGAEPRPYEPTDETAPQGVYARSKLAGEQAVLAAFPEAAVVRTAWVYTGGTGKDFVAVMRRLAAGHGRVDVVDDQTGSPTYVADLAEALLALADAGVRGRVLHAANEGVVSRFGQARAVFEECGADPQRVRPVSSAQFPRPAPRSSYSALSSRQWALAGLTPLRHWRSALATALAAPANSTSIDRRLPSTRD
Target sequence (P9WH11 whole entry, looked up): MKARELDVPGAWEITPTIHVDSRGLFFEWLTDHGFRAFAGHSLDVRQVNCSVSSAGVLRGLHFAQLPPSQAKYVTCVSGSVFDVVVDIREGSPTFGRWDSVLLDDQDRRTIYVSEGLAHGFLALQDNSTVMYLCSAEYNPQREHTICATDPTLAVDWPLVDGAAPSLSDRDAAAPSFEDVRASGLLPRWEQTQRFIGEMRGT
M. tuberculosis GlmU = inhibition of mycobacterial GlmU enzyme – biochemical, glucosamine-1-phosphate acetyltransferase (AID 1376). M. tuberculosis GlmU acetyltransferase enzyme assay; higher % means a stronger effect. one-dose inhibition, %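 (tested at 30 µM in the primary screen)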; IC50 in µM for titrated hits. 0.25% of 220,000 active; in the data active = inhibition above about 13%;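 also: 0% = complete reaction with vehicle and 100% = reaction without substrate; strong numbers were not always called active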
Numbers without * were called inactive; · = not tested or not shown. An excerpt (hit frequency here may not be typical).

SMILES	Mtb RmlCD inh	M. tuberculosis GlmU
CCn1c(CC(=O)Nc2ccc(C)cc2)nnc1SCC(=O)Nc1nc(C)cs1	·	6.4%
CN1C(c2ccc(F)cc2)=CS/C1=C(\C#N)c1nnc2n1-c1ccccc1SC2	-1	6.6%
CN(CCOc1ccc(Br)cc1)CC(=O)Nc1cccc(S(=O)(=O)NC2=NCCC2)c1	6	0.2%
Cc1nnc(N/N=C/c2c(O)n(-c3cccc(C(F)(F)F)c3)c(=O)c3ccccc23)[nH]c1=O	2	-0.4%
CCCC(=O)N1CCCC(c2nc(-c3cccs3)no2)C1 (configuration not stated)	-3	7.7%
COC(=O)c1ccc(NC(=O)c2ccccc2SC)cc1	-4	8.1%
CCOc1ccc(N2C(=O)CC(N3CCN(C(=O)CN4CCCC4)CC3)C2=O)cc1 (configuration not stated)	-8	-5.2%
O=C(O)CCn1c(=O)[nH]c(=O)n(CCC(=O)O)c1=O	-13	-0.4%
O=C(Nc1nc(-c2ccncc2)cs1)C1COc2ccccc2O1 (configuration not stated)	9	·
CC1CCN(CCCNC(=O)c2coc3nc4ccccc4nc23)CC1	-3	-5.0%
COc1ccc(C(=O)/C=C/c2ccc3c(c2)OCCO3)cc1	-10	3.2%
O=C(c1ccccc1)N1N=C(c2ccco2)CC1c1cccs1 (configuration not stated)	4	-2.0%
Cc1c(NC(=O)c2nn3c(c2Br)NC(c2ccccc2)CC3C(F)(F)F)c(=O)n(-c2ccccc2)n1C (configuration not stated)	15	0.9%
CC1NC(=O)NC1CCCCCC(=O)NCCc1ccccc1 (configuration not stated)	-6	1.6%
CCCOc1ccc(N2C(=O)C/C(=C\c3ccccc3)C2=O)cc1	-6	-2.0%
COC(=O)CNC(=O)COC(=O)c1ccc(Cl)nc1	-4	-2.3%
CCC(C)(C)NC(=O)C(c1cccn1C)N(C(=O)Cn1nnc2ccccc21)c1ccc(NC(C)=O)cc1 (configuration not stated)	-10	1.8%
O=C(Nc1ccccc1N1CCN(c2ccc(F)cc2)CC1)C1CCCCC1	-7	1.4%
c1ccc(CSc2nnc(-c3cccs3)o2)cc1	10	-1.3%
CC(=O)N(CN1C(=O)C2CC=CCC2C1=O)c1cccc(Cl)c1 (configuration not stated)	2	-4.0%
CCN(CC)c1ccc(C(=O)OCC(=O)Nc2cccc(S(=O)(=O)NC3=NCCCCC3)c2)cc1	4	-4.4%
COCCCNC(=O)c1c(F)c(F)c(F)c(F)c1F	·	-3.2%
CCn1ccnc1CN1CCCC(C(=O)c2cccc(C(F)(F)F)c2)C1 (configuration not stated)	-12	-3.6%
CCc1nnc(NC(=O)c2cc(S(=O)(=O)N3CCCCC3)ccc2N2CCOCC2)s1	12	-1.4%
S=c1[nH]c2cc(Cl)ccc2s1	·	1.1%

Some of the entries so far, bar-delimited.
SMILES | Mtb RmlCD inh | M. tuberculosis GlmU
c1ccc(CSc2nnc(-c3cccs3)o2)cc1 | 10 | -1.3%
CCc1nnc(NC(=O)c2cc(S(=O)(=O)N3CCCCC3)ccc2N2CCOCC2)s1 | 12 | -1.4%
Cc1nnc(N/N=C/c2c(O)n(-c3cccc(C(F)(F)F)c3)c(=O)c3ccccc23)[nH]c1=O | 2 | -0.4%
Cc1c(NC(=O)c2nn3c(c2Br)NC(c2ccccc2)CC3C(F)(F)F)c(=O)n(-c2ccccc2)n1C (configuration not stated) | 15 | 0.9%
O=C(Nc1nc(-c2ccncc2)cs1)C1COc2ccccc2O1 (configuration not stated) | 9 | ·

Next part.
SMILES	Mtb RmlCD inh	M. tuberculosis GlmU
CCOc1ccc(NC(=O)CC2SC(=O)N(c3ccccc3)C2=O)cc1 (configuration not stated)	5	-1.6%
Cc1cccc(N(CC(=O)NC2CCCC2)C(=O)c2nsc(Cl)c2Cl)c1C	3	0.9%
O=C(NCc1ccccc1)C(c1cccs1)N(C(=O)c1csnn1)C1CC1 (configuration not stated)	-3	-3.7%
Cc1ccc2c(c1)cc(CN(Cc1ccco1)S(=O)(=O)c1ccccc1)c1nnnn12	11	-4.7%
COc1ccc(C(=O)NC(=S)NNC(=O)c2ccc3ccccc3n2)cc1	-3	1.1%
CCc1cccc(NC(=O)c2ccc(Cn3nc(C)cc3C)o2)c1	-2	5.2%
O=C(NCc1cccs1)C1CCC(=O)N1C1CCCCC1 (configuration not stated)	·	1.2%
COc1cc(C(=O)OCc2ccc([N+](=O)[O-])cc2)cc(OC)c1OC	-44	1.9%
O=C(/C=C/c1cccc(Cl)c1)c1nc2ccccc2[nH]1	-8	-4.9%
Cc1ccc(NC(=O)CSC2=C(C#N)C(c3ccco3)CC(=O)N2)cc1 (configuration not stated)	-1	0.9%
CCc1ccc(CN(C)C(=O)CCc2nnc(CCc3cccc(OC)c3)o2)nc1	2	4.7%
COc1ccc(N2CCN(C(=O)CSc3nnc(-c4cccnc4)n3-c3ccccc3)CC2)cc1	·	-1.2%
COc1ncnc2c1NC(=O)CS2	·	1.8%
COc1cc(C2C(C#N)=C(C)NC3=C2C(=O)CC(C)(C)C3)ccc1OCCO (configuration not stated)	-1	-1.0%
COc1cc(-c2nnc(SCC(=O)N(C)C3CCS(=O)(=O)C3)o2)cc(OC)c1OC (configuration not stated)	35	8.1%
CCC(C)NC(=O)N1c2ccccc2Sc2ccccc21 (configuration not stated)	-2	8.6%
COc1cccc(C(=O)Nc2ccccc2N2CCCC2)c1	-2	-4.2%
COC(=O)C(Cc1ccccc1)N1CCS(=O)(=O)CC1 (configuration not stated)	27	-3.4%
Cc1cc(N)ccc1S(C)(=O)=O	·	3.4%
Cc1ccccc1-n1nc2c(c1NC(=O)c1ccc(Br)o1)CSC2	6	-2.7%
COc1ccc(-c2c(C)oc3c(CN4CCOCC4)c(O)ccc3c2=O)cc1	·	-2.5%
C(=N\n1cnnc1)/c1cn(Cc2ccccc2)c2ccccc12	45	-0.2%
COc1ccc(CN(CC2CCC(C(=O)O)CC2)C(=S)Nc2ccccc2OC)cc1 (configuration not stated)	·	-4.5%
Cc1ccc(C)c(Cn2cnc3c(nnn3-c3ccc(F)cc3)c2=O)c1	·	-2.0%
CC1(C)CC(=O)c2sc(NC(=O)c3cccs3)nc2C1	·	-0.6%

Looked up above.
Cc1cc(N)ccc1S(C)(=O)=O in M. tuberculosis GlmU reads 3.4%
O=C(NCc1ccccc1)C(c1cccs1)N(C(=O)c1csnn1)C1CC1 (configuration not stated) in M. tuberculosis GlmU reads -3.7%
CCOc1ccc(N2C(=O)CC(N3CCN(C(=O)CN4CCCC4)CC3)C2=O)cc1 (configuration not stated) in M. tuberculosis GlmU reads -5.2%

(more compounds)
SMILES	Mtb RmlCD inh	M. tuberculosis GlmU
COc1ccc(S(=O)(=O)N(C)C)cc1NC(=O)CSc1nc(N)cc(N)n1	8	-2.9%
Cc1c(Cl)cccc1NC(=S)N1CCN(Cc2ccc3c(c2)OCO3)CC1	-4	3.3%
COC(=O)C1=C(C)NC(C)=C(C(=O)OC)C1c1ccc(NC(C)=O)cc1	-6	-5.0%
COCCn1nnnc1C(c1ccccc1OC)N1CCc2ccccc2C1 (configuration not stated)	·	-2.3%
Cc1cc(C(=O)CSc2nc3ccc(Cl)cc3[nH]2)c(C)n1CC1CCCO1 (configuration not stated)	·	1.0%
CCCC(=O)Nc1cnc(NC(=O)c2cccc(F)c2)cc1C	-5	5.0%
O=C(c1ccc(C(F)(F)F)cc1)N1CCC(=O)N(C(COCc2ccc(Cl)cc2)Cc2ccccc2)CC1 (configuration not stated)	·	-7.5%
C=CCN1CN(Cc2ccco2)CNC1=S	5	1.8%
CCOC(=O)c1oc2ccc3c(c2c1C)C(=O)CC1(CCN(C(=O)OCC)CC1)O3	16	-4.1%
N/C(Cc1ccc([N+](=O)[O-])cc1)=N\OC(=O)c1ccc(Br)o1	·	0.7%
N#CC1=C(N)OC2=C(C(=O)CCC2)C1c1cccs1 (configuration not stated)	5	-3.3%
CCCC(=O)c1ccc(N2CCN(C(=O)c3ccccc3Br)CC2)c(F)c1	18	12%
CCc1ccc2nc(N=C(N)N)nc(C)c2c1	-13	-2.5%
Cc1cc(C)c(-n2c(O)c(C=NCCN3CCOCC3)c(=O)[nH]c2=O)c(C)c1	-1	0.7%
CCCCCCCCCS(=O)(=O)Nc1cc(C)ccn1	·	0.4%
O=C(CN(c1ccc(F)cc1)S(=O)(=O)c1ccc2c(c1)OCCO2)NCC1CCCO1 (configuration not stated)	-7	5.9%

7 entries already listed, arranged by number of heavy atoms, descending:
SMILES	Mtb RmlCD inh	M. tuberculosis GlmU
CCOC(=O)c1oc2ccc3c(c2c1C)C(=O)CC1(CCN(C(=O)OCC)CC1)O3	16	-4.1%
CCCC(=O)c1ccc(N2CCN(C(=O)c3ccccc3Br)CC2)c(F)c1	18	12%
COC(=O)C1=C(C)NC(C)=C(C(=O)OC)C1c1ccc(NC(C)=O)cc1	-6	-5.0%
N/C(Cc1ccc([N+](=O)[O-])cc1)=N\OC(=O)c1ccc(Br)o1	·	0.7%
CCCCCCCCCS(=O)(=O)Nc1cc(C)ccn1	·	0.4%
CCc1ccc2nc(N=C(N)N)nc(C)c2c1	-13	-2.5%
C=CCN1CN(Cc2ccco2)CNC1=S	5	1.8%

By substructure, the entries above with a COOH group
SMILES	Mtb RmlCD inh	M. tuberculosis GlmU
O=C(O)CCn1c(=O)[nH]c(=O)n(CCC(=O)O)c1=O	-13	-0.4%
COc1ccc(CN(CC2CCC(C(=O)O)CC2)C(=S)Nc2ccccc2OC)cc1 (configuration not stated)	·	-4.5%

Assay outcomes: PubChem, several laboratories
